From PubChem
ZTA DNA inh – ZTA (EBV) inhibition in EBNA-1 counter-screen; P03206; ZTA-DNA binding, fluorescence polarization; inhibition, % at 11 µM; actives 0.15% (n = 320,000); AID 2234; in the data active means inhibition above about 33%
Target sequence (P03206 whole entry, looked up): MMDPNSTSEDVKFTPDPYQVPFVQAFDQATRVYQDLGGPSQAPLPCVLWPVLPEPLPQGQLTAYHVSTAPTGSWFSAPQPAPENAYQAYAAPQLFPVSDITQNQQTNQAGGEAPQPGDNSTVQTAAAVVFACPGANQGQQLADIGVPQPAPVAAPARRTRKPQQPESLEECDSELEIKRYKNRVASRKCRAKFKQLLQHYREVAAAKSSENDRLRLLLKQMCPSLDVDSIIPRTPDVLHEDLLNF
PAFAH1B3 inh – PAFAH1B3 enzyme inhibitors, primary screen, biochemical, fluorescence polarization, human; actives 0.28% (n = 340,000); inhibition, % at 3.39 µM; recombinant PAFAH1B3, FP-rhodamine probe;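 active means inhibition above the screen-wide average of all tested compounds plus 3 SD, cut at about 25% in these data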;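 further: 0% = enzyme with DMSO only and 100% = wells lacking PAFAH1B3 protein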
Target sequence (Q15102 whole entry, looked up): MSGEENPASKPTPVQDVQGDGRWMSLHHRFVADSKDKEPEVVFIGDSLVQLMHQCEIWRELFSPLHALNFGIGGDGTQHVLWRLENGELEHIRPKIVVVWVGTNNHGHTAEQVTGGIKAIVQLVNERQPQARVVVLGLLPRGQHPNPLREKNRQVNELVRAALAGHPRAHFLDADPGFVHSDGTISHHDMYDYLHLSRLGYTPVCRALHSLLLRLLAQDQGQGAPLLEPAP
LYPLA2 inh – LYPLA2 inhibitors, primary screen, counter-screen for PME1 inhibitor project, biochemical, fluorescence polarization, FP-Rh probe ABPP; inhibition, % at 5.9 µM; AID 2177, 2009; recombinant LYPLA2; actives 0.38% (n = 320,000);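 active means inhibition above the screen-wide mean plus 3 SD, limit set per campaign, cut at about 26% in these data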;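 further: 0% = LYPLA2 with DMSO and 100% = wells lacking LYPLA2 enzyme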
Target sequence (O95372 whole entry, looked up): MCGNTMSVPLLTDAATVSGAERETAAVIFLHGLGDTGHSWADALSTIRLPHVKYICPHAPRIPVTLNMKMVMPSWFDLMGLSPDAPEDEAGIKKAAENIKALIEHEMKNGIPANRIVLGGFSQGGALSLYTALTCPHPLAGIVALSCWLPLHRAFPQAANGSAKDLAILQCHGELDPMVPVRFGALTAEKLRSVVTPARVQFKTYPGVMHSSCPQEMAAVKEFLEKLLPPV
EBNA-1 inh – EBNA-1 DNA-binding inhibitors, primary screen, biochemical, fluorescence polarization; inhibition, % at 14.8 µM; actives 0.34% (n = 300,000); AID 1950, 2009; in the data active means inhibition above about 28%
PAFAH2 inh – PAFAH2 enzyme inhibitors, primary screen, biochemical, fluorescence polarization, human; AID 492956, 2010; inhibition, % at 3.39 µM; recombinant PAFAH2, FP-rhodamine activity probe; actives 0.99% (n = 340,000); Platelet-activating factor acetylhydrolase 2, cytoplasmic (Homo sapiens), Q99487;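 active means inhibition above the mean over all tested compounds plus 3 SD, cut at about 30% in these data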;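 further: inhibitors block probe labeling of enzyme so polarization drops; 0% = enzyme with DMSO and 100% = wells lacking PAFAH2 protein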
pPAFAH FP inh – pPAFAH enzyme inhibitors, primary screen, biochemical, fluorescence polarization, human; actives 1.5% (n = 330,000); recombinant pPAFAH, FP-rhodamine probe fluorescence polarization; Platelet-activating factor acetylhydrolase (Homo sapiens), Q13093; AID 463082, 2010; inhibition, % at 3.39 µM;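 active means inhibition above the mean inhibition across the screen plus 3 SD, cut at about 25% in these data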;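 further: inhibitors block binding of the rhodamine activity-based probe so polarization drops; 0% = enzyme with DMSO and 100% = wells lacking pPAFAH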
LYPLA1 counter – LYPLA1 inhibitors, primary screen, counter-screen for PME1 inhibitor project, biochemical, fluorescence polarization, FP-Rh probe ABPP | Acyl-protein thioesterase 1 (Homo sapiens), O75608 | recombinant LYPLA1 | inhibition, % at 5.9 µM | actives 0.16% (n = 320,000) | AID 2174, 2009;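 active means inhibition above the mean of all tested compounds plus 3 SD, set per campaign, cut at about 14% in these data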;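 further: inhibitors block serine hydrolase probe labeling of LYPLA1 so polarization falls; 0% = enzyme with DMSO and 100% = wells lacking LYPLA1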
PAFAH1B2 inh – PAFAH1B2 enzyme inhibitors, primary screen, biochemical, fluorescence polarization, human; recombinant PAFAH1B2, FP-rhodamine activity probe; inhibition, % at 3.39 µM; Platelet-activating factor acetylhydrolase IB subunit alpha2 (Homo sapiens), P68402; actives 1.2% (n = 340,000);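 active means inhibition above the mean of all tested compounds plus 3 SD, cut at about 24% in these data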;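 further: 0% = enzyme with DMSO and 100% = wells lacking PAFAH1B2; many of its hits are not listed in these tables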
Target sequence (P68402 whole entry, looked up): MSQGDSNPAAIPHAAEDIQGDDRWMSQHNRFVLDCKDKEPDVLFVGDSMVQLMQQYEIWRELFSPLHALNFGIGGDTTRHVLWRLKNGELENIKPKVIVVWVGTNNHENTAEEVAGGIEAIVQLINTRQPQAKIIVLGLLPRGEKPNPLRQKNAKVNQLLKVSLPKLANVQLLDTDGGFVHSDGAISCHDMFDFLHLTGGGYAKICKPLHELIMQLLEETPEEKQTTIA
PREPL inh – PREPL enzyme inhibitors, primary screen, biochemical, fluorescence polarization. AID 2751, 2010. inhibition, % at 5.96 µM. Prolyl endopeptidase-like (Homo sapiens), Q4J6C6. recombinant PREPL, fluorescence polarization activity-based probe. actives 0.68% (n = 320,000); in the data active means inhibition above about 43%;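 further: 0% = enzyme with DMSO and 100% = wells lacking enzyme; many of its hits are not listed in these tables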
An asterisk follows results filed as active. This is a subset, so the mix of outcomes need not match the whole.

How did Cn1cc(/C=N/NC(=O)c2ccc(C#N)cc2F)c2ccccc21 do in these assays?
ZTA DNA inh: -18; PAFAH1B3 inh: 4; LYPLA2 inh: 11; EBNA-1 inh: 0; PAFAH2 inh: 1; pPAFAH FP inh: 1; LYPLA1 counter: 8; PAFAH1B2 inh: 4; PREPL inh: 9

Results for O=C(Nc1nccs1)c1ccc(Br)cc1 ?
ZTA DNA inh: 18; PAFAH1B3 inh: 7; LYPLA2 inh: 3; EBNA-1 inh: 1; PAFAH2 inh: 3; pPAFAH FP inh: 3; LYPLA1 counter: -3; PAFAH1B2 inh: 9; PREPL inh: -49

How did Cc1onc(-c2ccccc2)c1C(=O)Nc1ccc(S(=O)(=O)N2CCCCC2)cc1 do in these assays?
ZTA DNA inh: -10; PAFAH1B3 inh: 1; LYPLA2 inh: -9; EBNA-1 inh: -9; PAFAH2 inh: 0; pPAFAH FP inh: -7; LYPLA1 counter: -4; PAFAH1B2 inh: 4; PREPL inh: 4

Results for CC(=O)c1cccc(NC(=O)N2C3CCC2CC(O)(c2cccnc2)C3)c1 (centres undefined) ?
ZTA DNA inh: -23; PAFAH1B3 inh: 1; LYPLA2 inh: 2; EBNA-1 inh: -18; PAFAH2 inh: -1; pPAFAH FP inh: -2; LYPLA1 counter: 2; PAFAH1B2 inh: 0; PREPL inh: 3

How did COC(=O)c1ccccc1NC(=S)NC(NC(=O)c1ccco1)C(Cl)(Cl)Cl (centres undefined) do in these assays?
ZTA DNA inh: 1; PAFAH1B3 inh: 2; LYPLA2 inh: -7; EBNA-1 inh: -6; PAFAH2 inh: -7; pPAFAH FP inh: -8; LYPLA1 counter: -8; PAFAH1B2 inh: 1; PREPL inh: 8

How did NC(=O)COC(=O)CCCc1c[nH]c2ccccc12 do in these assays?
ZTA DNA inh: -19; PAFAH1B3 inh: 7; LYPLA2 inh: -3; EBNA-1 inh: -9; PAFAH2 inh: 7; pPAFAH FP inh: 4; LYPLA1 counter: -1; PAFAH1B2 inh: 1; PREPL inh: -9

Results for CC(C)C[C@H](NC(=O)Nc1cccc(C(F)(F)F)c1)C(=O)O ?
ZTA DNA inh: -9; PAFAH1B3 inh: 6; LYPLA2 inh: 1; EBNA-1 inh: -1; PAFAH2 inh: 0; pPAFAH FP inh: 2; LYPLA1 counter: 0; PAFAH1B2 inh: 4; PREPL inh: -1

Results for COc1ccc(OC)c(NC(=O)C(=O)NNC(=O)c2cccs2)c1 ?
ZTA DNA inh: 6; PAFAH1B3 inh: -1; LYPLA2 inh: -1; EBNA-1 inh: 3; PAFAH2 inh: -5; pPAFAH FP inh: 7; LYPLA1 counter: -1; PAFAH1B2 inh: 1; PREPL inh: -1

How did O=C(CN1CCN(Cc2ccccc2)CC1)Nc1ccc(Cl)cc1 do in these assays?
ZTA DNA inh: -13; PAFAH1B3 inh: 2; LYPLA2 inh: 5; EBNA-1 inh: -13; PAFAH2 inh: -4; pPAFAH FP inh: -1; LYPLA1 counter: 0; PAFAH1B2 inh: 3; PREPL inh: -2

How did O=C(Oc1cccc(Nc2ncnc3ccccc23)c1)c1ccccc1Cl do in these assays?
ZTA DNA inh: 4; PAFAH1B3 inh: 0; LYPLA2 inh: -77; EBNA-1 inh: -2; PAFAH2 inh: -18; pPAFAH FP inh: -25; LYPLA1 counter: -33; PAFAH1B2 inh: -7; PREPL inh: 10

Results for CCS(=O)(=O)N1CCN(c2ccc(S(=O)(=O)N3CCOCC3)cc2)CC1 ?
ZTA DNA inh: -1; PAFAH1B3 inh: 10; LYPLA2 inh: -2; EBNA-1 inh: 4; PAFAH2 inh: 5; pPAFAH FP inh: 1; LYPLA1 counter: -1; PAFAH1B2 inh: 2; PREPL inh: -2

Results for Cn1ccnc1SCC(=O)Nc1ccc2c(c1)COC2=O ?
ZTA DNA inh: -7; PAFAH1B3 inh: 12; LYPLA2 inh: 4; EBNA-1 inh: -16; PAFAH2 inh: 8; pPAFAH FP inh: -1; LYPLA1 counter: 0; PAFAH1B2 inh: -1; PREPL inh: 5

Molecules from the list above containing fluorine, in the order listed:
How did Cn1cc(/C=N/NC(=O)c2ccc(C#N)cc2F)c2ccccc21 do in these assays?
ZTA DNA inh: -18; PAFAH1B3 inh: 4; LYPLA2 inh: 11; EBNA-1 inh: 0; PAFAH2 inh: 1; pPAFAH FP inh: 1; LYPLA1 counter: 8; PAFAH1B2 inh: 4; PREPL inh: 9

Results for CC(C)C[C@H](NC(=O)Nc1cccc(C(F)(F)F)c1)C(=O)O ?
ZTA DNA inh: -9; PAFAH1B3 inh: 6; LYPLA2 inh: 1; EBNA-1 inh: -1; PAFAH2 inh: 0; pPAFAH FP inh: 2; LYPLA1 counter: 0; PAFAH1B2 inh: 4; PREPL inh: -1

At a glance, some entries already given:
Results for CCS(=O)(=O)N1CCN(c2ccc(S(=O)(=O)N3CCOCC3)cc2)CC1 ?
ZTA DNA inh: -1; PAFAH1B3 inh: 10; LYPLA2 inh: -2; EBNA-1 inh: 4; PAFAH2 inh: 5; pPAFAH FP inh: 1; LYPLA1 counter: -1; PAFAH1B2 inh: 2; PREPL inh: -2

Results for Cn1ccnc1SCC(=O)Nc1ccc2c(c1)COC2=O ?
ZTA DNA inh: -7; PAFAH1B3 inh: 12; LYPLA2 inh: 4; EBNA-1 inh: -16; PAFAH2 inh: 8; pPAFAH FP inh: -1; LYPLA1 counter: 0; PAFAH1B2 inh: -1; PREPL inh: 5

New compounds follow:
What do the screens show for `O=C(O)c1ccc(Nc2nc(-c3cccnc3)cs2)cc1O`?
ZTA DNA inh: -12; PAFAH1B3 inh: 2; LYPLA2 inh: -3; EBNA-1 inh: -6; PAFAH2 inh: 14; pPAFAH FP inh: 17; LYPLA1 counter: -1; PAFAH1B2 inh: 4; PREPL inh: 3

How did CCCCC(=O)NCCc1ccc(OC)cc1 do in these assays?
ZTA DNA inh: -3; PAFAH1B3 inh: 7; LYPLA2 inh: -5; EBNA-1 inh: 3; PAFAH2 inh: -7; pPAFAH FP inh: -6; LYPLA1 counter: -3; PAFAH1B2 inh: 5; PREPL inh: 5

What do the screens show for `O=[N+]([O-])c1ccc(-c2cn3c(n2)CCC3)cc1`?
ZTA DNA inh: 1; PAFAH1B3 inh: 3; LYPLA2 inh: 2; EBNA-1 inh: 2; PAFAH2 inh: -4; pPAFAH FP inh: 0; LYPLA1 counter: 0; PAFAH1B2 inh: -4; PREPL inh: 5

What do the screens show for `CC(C)(C)NS(=O)(=O)c1ccc(CCC(=O)NCc2ccco2)cc1`?
ZTA DNA inh: -4; PAFAH1B3 inh: 0; LYPLA2 inh: 2; EBNA-1 inh: -12; PAFAH2 inh: -1; pPAFAH FP inh: 6; LYPLA1 counter: 0; PAFAH1B2 inh: 7; PREPL inh: -3

What do the screens show for `C(=N\N1CCOCC1)/c1ccsc1`?
ZTA DNA inh: -4; PAFAH1B3 inh: 9; LYPLA2 inh: 2; EBNA-1 inh: 4; PAFAH2 inh: 0; pPAFAH FP inh: -2; LYPLA1 counter: -2; PAFAH1B2 inh: 3; PREPL inh: 12

What do the screens show for `COc1cccc(/C=N/NC(=O)CNC(=O)c2ccc3c(c2)OCCO3)c1O`?
ZTA DNA inh: 6; PAFAH1B3 inh: 4; LYPLA2 inh: -2; EBNA-1 inh: 10; PAFAH2 inh: -4; pPAFAH FP inh: 1; LYPLA1 counter: 1; PAFAH1B2 inh: 11; PREPL inh: 0

What do the screens show for `COc1ccccc1N1CCN(C2CCN(C3CCC(c4ccccc4)CC3)CC2)CC1` (centres undefined)?
ZTA DNA inh: -1; LYPLA2 inh: -1; EBNA-1 inh: -9; pPAFAH FP inh: 0; LYPLA1 counter: 1; PREPL inh: 22

What do the screens show for `Nc1ccc(S(=O)(=O)Nc2ncccn2)cc1`?
ZTA DNA inh: 8; PAFAH1B3 inh: -1; LYPLA2 inh: 4; EBNA-1 inh: -1; PAFAH2 inh: 2; pPAFAH FP inh: 1; LYPLA1 counter: -3; PAFAH1B2 inh: -5; PREPL inh: 6

Results for c1ccc2cc(CNCc3cccc4ccccc34)ccc2c1 ?
ZTA DNA inh: -9; PAFAH1B3 inh: 2; LYPLA2 inh: 2; EBNA-1 inh: 10; PAFAH2 inh: 8; pPAFAH FP inh: -2; LYPLA1 counter: 0; PAFAH1B2 inh: 4; PREPL inh: -7

How did COc1ccc(N2CCN(C(=O)CCc3c[nH]c4ccccc34)CC2)cc1 do in these assays?
ZTA DNA inh: 11; PAFAH1B3 inh: 7; LYPLA2 inh: 1; EBNA-1 inh: 4; PAFAH2 inh: 0; pPAFAH FP inh: 7; LYPLA1 counter: 0; PAFAH1B2 inh: 3; PREPL inh: 15

What do the screens show for `COc1nc(N/N=C/c2ccc(C)cc2)nc(N2CCCCC2)n1`?
ZTA DNA inh: 0; PAFAH1B3 inh: 2; LYPLA2 inh: -6; EBNA-1 inh: 1; PAFAH2 inh: -4; pPAFAH FP inh: 1; LYPLA1 counter: -4; PAFAH1B2 inh: 2; PREPL inh: 6

How did O=C(CSc1nnnn1-c1ccccc1)N1CCN(C(=O)c2ccco2)CC1 do in these assays?
ZTA DNA inh: 1; PAFAH1B3 inh: 9; LYPLA2 inh: 5; EBNA-1 inh: 6; PAFAH2 inh: -6; pPAFAH FP inh: 9; LYPLA1 counter: 7; PAFAH1B2 inh: 8; PREPL inh: -4

How did O=C(/C=C\c1ccco1)Nc1nc(-c2ccc3ccccc3c2)cs1 do in these assays?
ZTA DNA inh: 11; PAFAH1B3 inh: -39; LYPLA2 inh: -47; EBNA-1 inh: 13; PAFAH2 inh: -66; pPAFAH FP inh: -27; LYPLA1 counter: -27; PAFAH1B2 inh: -26; PREPL inh: -5

How did C[C@H]1CN([C@@H](C)CO)C(=O)c2cccc(NC(=O)C3CC3)c2O[C@H]1CN(C)Cc1ccc(C(F)(F)F)cc1 do in these assays?
PAFAH1B3 inh: 4; PAFAH2 inh: 6; pPAFAH FP inh: 1; PAFAH1B2 inh: 5; PREPL inh: 22

How did O=C(O)/C=C/C(=O)Nc1ccc(OC(F)(F)Cl)cc1 do in these assays?
ZTA DNA inh: -8; PAFAH1B3 inh: 4; LYPLA2 inh: 4; EBNA-1 inh: 4; PAFAH2 inh: -1; pPAFAH FP inh: -1; LYPLA1 counter: 1; PAFAH1B2 inh: 0; PREPL inh: -4

Results for C=CCOC(=O)Cn1cnc2c(sc3nc(C)cc(C)c32)c1=O ?
ZTA DNA inh: -11; PAFAH1B3 inh: -2; LYPLA2 inh: -3; EBNA-1 inh: 1; PAFAH2 inh: 4; pPAFAH FP inh: -4; LYPLA1 counter: -2; PAFAH1B2 inh: 0; PREPL inh: 20

How did Cn1cc(S(=O)(=O)N2CCOCC2)cc1C(=O)Nc1cccc(Cl)c1 do in these assays?
ZTA DNA inh: -12; PAFAH1B3 inh: -8; LYPLA2 inh: 4; EBNA-1 inh: 2; PAFAH2 inh: 3; pPAFAH FP inh: 6; LYPLA1 counter: 1; PAFAH1B2 inh: 3; PREPL inh: -4

What do the screens show for `O=C(CSc1nc2ccc(Cl)cc2[nH]1)NC1CCCc2ccccc21` (centres undefined)?
ZTA DNA inh: -10; PAFAH1B3 inh: 3; LYPLA2 inh: -13; EBNA-1 inh: -6; PAFAH2 inh: 0; pPAFAH FP inh: -1; LYPLA1 counter: -7; PAFAH1B2 inh: 9; PREPL inh: -11
